ADAM10 inh = human ADAM10 inhibitors, primary screen, biochemical, QFRET, HTS; recombinant ADAM10, EDANS/DABCYL FRET peptide cleavage, 3 h; AID 720582, 2013; 370,000 compounds, 0.62% hits; inhibition, % at 7 µM;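 active = inhibition above a per-campaign cutoff equal to the mean of compounds falling between control-based bounds plus 3 SD, cut at about 20% in these data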;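 note: 0% = DMSO wells while the 100% control is not disclosed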
GAA850 FXN act = FXN promoter activators, primary screen, cell-based, luciferase luminescence, HEK293 lucGAA850. AID 540364, 2011. 360,000 compounds, 0.56% hits. HEK293 lucGAA850 FXN promoter luciferase reporter, 24 h; percent of 10 µM SAHA response. activation, % at 6 µM;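 active = activation above the average of all compounds screened plus 3 SD, cutoff fixed separately per campaign, cut at about 7.5% in these data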;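 note: 0% = DMSO wells and 100% = 10 µM SAHA wells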
PG9 Ab binder = binders of HIV-1 gp120 antibody PG9, primary screen, biochemical, TR-FRET; 360,000 compounds, 0.43% hits; HIV-1 gp120 / PG9 antibody interaction; AID 624416, 2012; inhibition, % at 6.7 µM; TR-FRET gp120-PG9 antibody binding; in the data active = inhibition above about 8.5%
ADAM17 inh = ADAM17 inhibitors, primary screen, biochemical, QFRET; Disintegrin and metalloproteinase domain-containing protein 17 (Homo sapiens), P78536; recombinant ADAM17, EDANS/DABCYL FRET peptide cleavage; inhibition, % at 6.95 µM; 370,000 compounds, 0.83% hits; AID 720648, 2013;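 active = inhibition above the mean of compounds lying between control limits plus 3 SD, set per campaign, cut at about 8.5% in these data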;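 note: 0% = DMSO-only wells as the low control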
Target sequence (P78536 215-824 limits assumed): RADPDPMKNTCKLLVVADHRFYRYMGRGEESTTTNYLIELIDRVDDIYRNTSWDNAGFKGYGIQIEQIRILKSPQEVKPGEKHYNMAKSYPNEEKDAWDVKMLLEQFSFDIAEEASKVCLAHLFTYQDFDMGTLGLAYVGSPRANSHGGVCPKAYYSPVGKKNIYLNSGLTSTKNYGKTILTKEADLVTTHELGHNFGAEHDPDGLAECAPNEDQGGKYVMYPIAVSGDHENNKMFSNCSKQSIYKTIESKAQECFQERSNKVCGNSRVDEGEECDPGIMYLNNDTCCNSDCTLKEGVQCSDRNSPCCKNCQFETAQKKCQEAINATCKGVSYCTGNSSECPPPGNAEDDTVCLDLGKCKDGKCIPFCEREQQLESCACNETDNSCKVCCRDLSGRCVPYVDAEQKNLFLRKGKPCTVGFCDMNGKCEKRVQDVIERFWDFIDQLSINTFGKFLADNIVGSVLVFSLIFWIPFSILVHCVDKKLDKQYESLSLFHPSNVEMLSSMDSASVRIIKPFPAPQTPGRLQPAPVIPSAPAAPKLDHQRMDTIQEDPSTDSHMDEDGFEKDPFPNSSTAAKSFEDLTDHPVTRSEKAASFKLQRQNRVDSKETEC
hgDAF12 agonist = H. glycines DAF-12 receptor agonists, primary screen, cell-based, luminescence, HEK293, GAL4 fusion, UAS-luciferase | Nuclear hormone receptor DAF-12 (Heterodera glycines), GAL4 fusion | HEK293 GAL4-hgDAF12 UAS-luciferase reporter, agonist luminescence; normalized to butyrate control | activation, % at 6.8 µM | 370,000 compounds, 1.8% hits;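 active = activation above a cutoff set at the mean of all screened compounds plus 3 SD, cut at about 10% in these data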;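 note: 0% = DMSO wells and 100% = sodium butyrate wells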
ssDAF12 agonist = S. stercoralis DAF-12 nuclear receptor activators, primary screen, cell-based, luminescence, HEK293, GRIP1 co-expression, lit1-tk-luc; Nuclear hormone receptor DAF-12 (Strongyloides stercoralis); HEK293 ssDAF-12/GRIP1 lit1-tk-luc reporter; % of 3 µM dafachronic acid response; activation, % at 6.8 µM; 370,000 compounds, 1% hits;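 active = activation above the mean over all tested compounds plus 3 SD, cut at about 0.9% in these data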;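 note: 0% = DMSO-only wells and 100% = 3 µM delta7-dafachronic acid wells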
GC-A act = GC-A stimulated cGMP production enhancers – HEK293 GC-A cells, cGMP TR-FRET, EC30 ANP, primary screen | 370,000 compounds, 0.14% hits | 0% at EC30 ANP, 100% saturating ANP | activation, % at 10 µM | Atrial natriuretic peptide receptor 1 (Homo sapiens), P16066; in the data active = activation above about 40%
DAX1 inh-1 = DAX1 (NR0B1) inhibitors on StAR promoter, primary screen, cell-based, luminescence, SF-1 (NR5A1), full-length DAX-1 | HEK293T StAR-luciferase reporter, SF-1/DAX-1 repression relief | inhibition, % at 6.8 µM | 370,000 compounds, 1.1% hits | AID 652010, 2013;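 active = inhibition above the mean over all tested compounds plus 3 SD, cut at about 3.6% in these data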;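 note: 0% = DAX-1 cells with DMSO and 100% = cells lacking DAX-1 with DMSO; higher inhibition means more luminescence from relief of DAX-1 repression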
DAX1 inh-2 = DAX1 (NR0B1) inhibitors, primary screen, cell-based, HEK293, Gal4-DAX1, luciferase luminescence; HEK293 Gal4-DAX1 luciferase reporter; inhibition, % at 6.75 µM; 340,000 compounds, 0.99% hits; AID 504766, 2011;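 active = inhibition above the mean over all tested compounds plus 3 SD, cut at about 4.2% in these data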;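 note: 0% = DAX1-transfected cells with DMSO and 100% = empty-vector control cells with DMSO; inhibition shows as a rise in luminescence from relieved DAX1 repression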
Target sequence (P51843 207-470 limits assumed): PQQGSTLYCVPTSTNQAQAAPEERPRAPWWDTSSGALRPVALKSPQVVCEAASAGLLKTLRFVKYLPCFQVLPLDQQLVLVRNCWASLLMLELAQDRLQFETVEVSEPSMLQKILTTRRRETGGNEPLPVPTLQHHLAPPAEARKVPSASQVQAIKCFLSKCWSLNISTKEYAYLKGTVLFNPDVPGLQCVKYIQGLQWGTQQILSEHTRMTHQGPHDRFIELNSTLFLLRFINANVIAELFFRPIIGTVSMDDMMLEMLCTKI
hcDAF12 agonist = H. contortus DAF-12 nuclear receptor activators, primary screen, cell-based, luminescence, HEK293, lit1-tk-luc reporter. 370,000 compounds, 1.4% hits. activation, % at 6.8 µM. HEK293 hcDAF-12 lit1-tk-luc reporter; 0% DMSO, 100% Δ7-dafachronic acid;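 active = activation above the mean of all tested compounds plus 3 SD, cut at about 5.5% in these data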;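 note: 100% = response to 3 µM Δ7-dafachronic acid high control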
SMARCA2 act = SMARCA2 (BRM) function activators, primary screen, cell-based, luminescence, high throughput | MG213 cells, MMTV-luciferase reporter, dexamethasone, overnight | activation, % at 9.1 µM | 370,000 compounds, 1% hits; in the data active = activation above about 7.8%;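 note: 0% = vehicle wells and 100% = reference activator wells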
The depositor's hits bear a star; i = inactive; / = no result given.

SMILES	ADAM10 inh	GAA850 FXN act	PG9 Ab binder	ADAM17 inh	hgDAF12 agonist	ssDAF12 agonist	GC-A act	DAX1 inh-1	DAX1 inh-2	hcDAF12 agonist	SMARCA2 act
CN1OC[C@@H]2CN(C(=O)Cc3ccccc3)[C@H](c3ccccc3Br)C[C@@H]21	0	-1.4	-1.8	-7	-2.2	-1.2	-14	0.5	0.7	-1.7	-2
CCCNS(=O)(=O)c1ccc(OCC(=O)NCc2ccco2)cc1	6	-0.3	-0.1	0	-0.8	-1.4	6	-0.2	2.1	-0.9	-1
O=C(CCCc1nc2ccccc2s1)N1CCN(c2ccccc2F)CC1	2	2.8	0.6	1	-0.2	-1.1	-2	0.3	0.0	-2.7	-4
Clc1ccc(-c2nnc(-c3ccccc3)o2)cn1	5	2.1	-2.8	-2	8.4	-1.1	-3	0.8	1.7	0.7	8.6*
CSc1nnnn1-c1ccc(C)c(Cl)c1	-7	1.1	-1.6	-3	1.9	-0.6	1	-1.5	0.3	0.2	-1
Cc1c(Cl)cccc1NC(=O)Cn1nnc(C(=O)NCc2cccs2)c1N	-3	-1.6	-3.5	0	0.3	-1.2	-1	-1.0	2.5	-0.7	3
CCCc1nc(NCc2ccco2)c(C#N)c2c1COC(C)(C)C2	-20	3.9	0.3	-9	-0.8	-0.3	14	0.1	-0.5	-0.6	1
Cc1cc2c(SCC(=O)NCC3CCCO3)ncnc2s1 (centres undefined)	4	-1.8	1.1	-2	-0.3	-1.2	2	-0.4	1.1	-1.9	2
C=CCSc1nc2c(c(=O)[nH]1)C(C(C)C)C(C#N)=C(N)O2 (centres undefined)	-9	6.8	1.4	-4	0.7	-1.3	-1	-0.3	2.5	-0.2	-2
Cc1n[nH]c(=O)nc1N/N=C/c1cccs1	2	2.8	-4.2	0	8.1	-1.6	-1	0.5	1.8	2.1	9.2*
COc1ccc(N2CC(C(=O)NCCc3ccc(OC)c(OC)c3)CC2=O)cc1 (centres undefined)	-6	0.2	-2.5	-3	0.0	-1.1	0	0.0	-0.2	-0.3	-2
OC(CCN1CCCCC1)(c1ccccc1)C1CC2C=CC1C2 (centres undefined)	-9	/	/	2	1.1	-0.7	-11	0.6	/	-1.4	-3
COc1ccc(OC)c(S(=O)(=O)N2CCC(C(=O)N3CCN(c4ccc(F)cc4)CC3)CC2)c1	-4	-1.8	-2.4	1	-3.0	-1.5	0	-3.4	-1.1	-2.6	-3
CCOC(=O)C1=CCC(c2ccco2)N(S(=O)(=O)c2ccc(C)cc2)C1 (centres undefined)	-8	/	0.8	-2	-2.6	-1.8	-3	-0.8	/	-1.6	-1
Cc1ccc(OCc2nnc(SCC(=O)NC3CCCCC3)n2C)cc1	1	0.7	-0.2	-3	-1.2	-0.6	1	-0.4	0.3	-0.7	0
COc1ccc(C2NC(=O)NC(C)=C2C(=O)OCC2CCCCC2)cc1OC (centres undefined)	9	2.3	1.7	6	-1.7	-1.2	-14	-0.3	0.6	-2.4	-3
O=C(CSc1nc(-c2ccccc2)cc(=O)[nH]1)NCc1ccc2c(c1)OCO2	-1	-0.8	0.1	-6	2.5	-1.2	-2	0.7	-0.8	-0.2	-2
O=c1oc2ccccc2cc1-c1csc(NN=C2CCCCC2)n1	-115	0.7	2.3	-43	3.4	-0.9	-3	0.5	0.3	0.1	-1
Nc1cc(Cl)ccc1N1CCCCC1	-5	-0.9	-0.3	-2	-0.6	-1.8	-6	-1.0	1.8	1.1	-2
S=C(NCCCN1CCOCC1)Nc1ccc(Cl)c(Cl)c1	4	1.4	0.2	0	-3.3	-1.9	4	-0.1	0.3	-1.8	-1
CC[C@@]1(C(=O)OC)N[C@H](CN(C)C(=O)Nc2ccccc2)[C@@H]2C(=O)N(Cc3ccccc3)C(=O)[C@@H]21	-28	12*	0.3	-1	-0.8	-0.8	-2	-0.7	0.8	1.7	-1
COc1ccc(C2CC(=O)c3cnn(-c4nc(C)cc(C)n4)c3C2)cc1OC (centres undefined)	-4	2.9	1.9	6	-4.3	-2.3	9	0.4	-3.2	-2.8	-6
CC1CC(=O)c2cc(-c3ccccc3)oc2C1 (centres undefined)	-11	3.9	0.6	0	5.7	-1.6	-5	0.0	0.6	0.2	3
CC1=CC(c2ccc(Cl)cc2)n2nc(NC(=O)CCCC(=O)O)nc2N1 (centres undefined)	i	0.3	-1.1	i	1.0	-1.1	2	0.2	-0.5	1.0	-1
COc1cccc(/C=C/c2nc3c(cnn3-c3ccccc3)c(=O)[nH]2)c1	7	1.1	-1.1	1	-0.6	-0.8	1	0.1	0.4	1.2	5

Carrying on:
SMILES	ADAM10 inh	GAA850 FXN act	PG9 Ab binder	ADAM17 inh	hgDAF12 agonist	ssDAF12 agonist	GC-A act	DAX1 inh-1	DAX1 inh-2	hcDAF12 agonist	SMARCA2 act
N#Cc1cc(F)cc(OCCCN2CCC(C(O)(c3ccccc3)c3ccccc3)CC2)c1	2	/	0.2	0	0.1	-0.6	-12	0.3	/	-0.5	-2
Cc1ccc(C(=O)N(CC(=O)NC2CCCC2)c2ccccc2Cl)s1	0	0.1	0.6	-1	-1.3	-0.4	-6	-0.2	-0.5	-2.1	1
Cc1cccc(NC(=O)CSc2nc3c(c(=O)[nH]2)CCCC3)c1C	-8	1.6	-0.8	-2	0.7	-1.7	-3	0.5	1.3	0.2	-2
Cc1ccc(C(=O)Nc2nc(-c3ccccc3)c(-c3ccccc3)o2)cc1	13	2.2	-1.0	2	4.5	-1.7	2	0.6	-0.7	-2.0	-3
O=C(CN1CCN(Cc2ccccc2Cl)CC1)N/N=C/c1cccs1	4	-1.0	-2.6	4	-0.8	-0.9	-9	0.7	/	1.2	-2
O=C(NCc1ccc2c(c1)OCO2)c1cc(-c2ccccc2)nn1CC1CC(c2cccnc2)=NO1 (centres undefined)	-4	-1.0	-0.6	-3	-0.1	-1.2	-3	-0.8	-0.4	-1.6	0
O=C1CSC(c2ccccn2)N1c1ccccc1 (centres undefined)	5	-1.6	1.0	0	0.0	-0.3	8	0.2	-0.1	1.3	0
COCCNC(=S)N1CCN(c2nc(-c3ccc(Cl)cc3)cs2)CC1	9	0.9	-0.1	4	-4.2	-1.6	0	-1.0	-1.3	-1.8	-4
CCCN(CCC)S(=O)(=O)c1ccc(NC(=O)c2cc(C(=O)OC)cc([N+](=O)[O-])c2)cc1	-5	2.6	1.2	-3	0.7	-1.5	0	0.6	-0.1	-0.7	-2
CCCCN(CC)CCCNC(=O)C1CCN(c2ncnc3c2sc2cccc(F)c23)CC1	-40	2.1	-0.2	-10	-1.8	-0.5	0	1.4	0.2	1.7	-3
CCOC(=O)N1CCN(C2=C(NS(=O)(=O)c3ccccc3)C(=O)c3ccccc3C2=O)CC1	-15	0.0	0.6	-15	-1.9	-1.4	5	-1.2	-0.8	-1.0	-1
O=C(C1=C(O)C(=O)N(CCc2ccccc2)C1c1cccnc1)c1ccco1 (centres undefined)	12	1.5	7.4	2	2.4	-0.7	6	0.0	-0.2	-0.6	-3
COc1ccccc1OCCNC(=O)C1CCN(C(C)=O)CC1	-7	-0.6	-1.9	-2	-1.7	-0.8	-1	-0.1	-0.7	1.9	1
CCOc1ccc(NC(=O)CN(C)C(=O)CN2C(=O)C3CCCCC3C2=O)cc1OCC (centres undefined)	-1	-2.4	-1.7	-3	1.0	-0.9	3	2.0	-0.5	-0.6	1
O=C(Nc1cccc(C(=O)NC2CCCCC2)c1)c1ccccc1	4	1.0	-1.2	2	-1.4	-1.1	-2	-0.6	-1.2	-1.2	-3
CCC(=O)c1ccc(OCC(O)CNCc2ccc(F)cc2)cc1 (centres undefined)	-4	0.3	-0.6	1	-0.5	-1.2	0	-0.6	0.2	-1.1	-3
S=C(NCC1CCCCC1)Nc1cccnc1	-13	2.8	0.8	0	-3.0	-1.8	0	-0.5	-0.2	-1.1	0
COc1cccc(C(=O)NCC2CCCN2S(=O)(=O)c2ccccc2)c1 (centres undefined)	-2	-1.2	1.6	-2	-0.5	-0.5	-4	-0.6	-0.9	-2.2	0
CC1=C(C(=O)N2CCOCC2)C(c2c(F)cccc2F)NC(=O)N1 (centres undefined)	-8	0.1	-4.1	2	-4.3	-1.3	5	0.0	0.7	0.0	-2
O=Cc1ccccc1Oc1nc(N2CCOCC2)nc(N2CCOCC2)n1	3	1.1	-1.2	1	-3.2	-1.2	-4	-0.1	1.2	-0.9	1
CN1C(=O)N(CC(=O)Nc2cccc(S(=O)(=O)N(C)c3ccccc3)c2)C(=O)C12CCCCC2	7	0.4	1.1	4	-0.8	-0.9	1	-0.2	-1.8	-1.2	-3

An excerpt of these results, with bars between the fields:
smiles | ADAM10 inh | GAA850 FXN act | PG9 Ab binder | ADAM17 inh | hgDAF12 agonist | ssDAF12 agonist | GC-A act | DAX1 inh-1 | DAX1 inh-2 | hcDAF12 agonist | SMARCA2 act
CCOc1ccc(NC(=O)CN(C)C(=O)CN2C(=O)C3CCCCC3C2=O)cc1OCC (centres undefined) | -1 | -2.4 | -1.7 | -3 | 1.0 | -0.9 | 3 | 2.0 | -0.5 | -0.6 | 1
O=C(Nc1cccc(C(=O)NC2CCCCC2)c1)c1ccccc1 | 4 | 1.0 | -1.2 | 2 | -1.4 | -1.1 | -2 | -0.6 | -1.2 | -1.2 | -3
CCC(=O)c1ccc(OCC(O)CNCc2ccc(F)cc2)cc1 (centres undefined) | -4 | 0.3 | -0.6 | 1 | -0.5 | -1.2 | 0 | -0.6 | 0.2 | -1.1 | -3
S=C(NCC1CCCCC1)Nc1cccnc1 | -13 | 2.8 | 0.8 | 0 | -3.0 | -1.8 | 0 | -0.5 | -0.2 | -1.1 | 0
COc1cccc(C(=O)NCC2CCCN2S(=O)(=O)c2ccccc2)c1 (centres undefined) | -2 | -1.2 | 1.6 | -2 | -0.5 | -0.5 | -4 | -0.6 | -0.9 | -2.2 | 0
CC1=C(C(=O)N2CCOCC2)C(c2c(F)cccc2F)NC(=O)N1 (centres undefined) | -8 | 0.1 | -4.1 | 2 | -4.3 | -1.3 | 5 | 0.0 | 0.7 | 0.0 | -2
O=Cc1ccccc1Oc1nc(N2CCOCC2)nc(N2CCOCC2)n1 | 3 | 1.1 | -1.2 | 1 | -3.2 | -1.2 | -4 | -0.1 | 1.2 | -0.9 | 1
CN1C(=O)N(CC(=O)Nc2cccc(S(=O)(=O)N(C)c3ccccc3)c2)C(=O)C12CCCCC2 | 7 | 0.4 | 1.1 | 4 | -0.8 | -0.9 | 1 | -0.2 | -1.8 | -1.2 | -3

Source: PubChem BioAssay
